Compound activity deposited in PubChem BioAssay by National Center for Advancing Translational Sciences (NCATS).
MCF10A rereplic – DNA re-replication induction in MCF 10a cells | 2.9% of 350,000 active | AID 624296 | MCF 10A DNA re-replication, Hoechst nuclear intensity, 48 h | Potency, µM (doses to about 46.1 µM), for the others: at the top dose activity, positive = re-replication, most hits filed as activators; note: potency is the fitted concentration of half-maximal effect; % of control where 0% means no effect; nearly all actives have a fitted effect of over 50% in size
HT1080-NT tox – kills 2HG-producing HT-1080-NT fibrosarcoma cells. Potency, µM (titrated, usually from 46.1 µM), inactives show top-dose activity, negative = less viability, hits mostly cytotoxic. AID 686970. 1.6% of 360,000 active. HT-1080-NT fibrosarcoma viability, CellTiter-Glo ATP luminescence, 48 h;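 note: NT is the 2HG producing partner of a matched IDH1 knockdown line; potency is the fitted concentration of half-maximal effect; 0% = DMSO-treated cells and -100% = media-only wells without cells; nearly all actives have a fitted effect of over 55% in size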
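Fibrosarcoma NT cells, 750 per well in 5% FBS RPMI, were exposed to compound for 48 hours. Viability: CellTiter-Glo luminescence.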
D3 ag – D3 dopamine receptor (human) agonism. P35462. D3R DiscoveRx beta-arrestin cells, luminescence, 90 min. max activation, %. 0.58% of 410,000 active; in the data active = max activation above about 30%; note: 0% is about no effect; mostly tested at two doses, the higher about 12 µM
Target sequence (P35462 whole entry, looked up): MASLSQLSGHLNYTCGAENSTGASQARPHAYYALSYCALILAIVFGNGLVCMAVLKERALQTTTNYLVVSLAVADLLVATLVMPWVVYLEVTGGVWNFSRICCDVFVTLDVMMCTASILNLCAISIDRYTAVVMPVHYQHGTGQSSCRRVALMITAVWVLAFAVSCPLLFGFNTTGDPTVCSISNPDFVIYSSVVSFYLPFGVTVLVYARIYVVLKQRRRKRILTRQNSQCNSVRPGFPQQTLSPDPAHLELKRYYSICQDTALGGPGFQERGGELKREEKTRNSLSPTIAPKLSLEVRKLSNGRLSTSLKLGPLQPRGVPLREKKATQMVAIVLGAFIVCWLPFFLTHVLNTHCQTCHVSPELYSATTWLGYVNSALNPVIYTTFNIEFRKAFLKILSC
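Agonist mode: compounds and dopamine controls were applied to plated cells for 90 min at 37 degrees C after an overnight attachment at 1500 cells/well. Luminescent read-out followed 30 - 60 minutes at room temperature with DiscoveRx detection reagent.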
SW480 rereplic – inducers of DNA re-replication in SW480 colon cancer cells; 1.8% of 340,000 active; AID 624297; SW480 DNA re-replication, Hoechst DNA content imaging, 48 h; Potency, µM (doses to about 46.1 µM), inactives show top-dose re-replication activation, most hits filed as activators; note: potency is the fitted concentration of half-maximal effect; % of control where 0% means no effect; nearly all actives have a fitted effect of over 55% in size
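Readout is total intensity of Hoechst-stained nuclei, excited at 405 nm and collected at 500-530 nm. Compound treatment lasted 48 hr at 37 C in 5% CO2 before staining.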
KB-V1 MDR tox – KB-V1 MDR subline cytotoxicity; KB-V1 MDR cells viability, CellTiter-Glo, 72 h; Potency, µM (doses to about 46.1 µM), for the others: at the top dose activity change, negative = cytotoxicity, actives largely listed as cytotoxic; 3.4% of 400,000 active; AID 1347076; note: potency is the fitted concentration of half-maximal effect; % is set by controls: 0 for no effect and ±100 for the full control effect; nearly all actives have a fitted effect of over 60% in size
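Cytotoxicity toward P-gp-expressing KB-V1 cells was determined as loss of CellTiter-Glo luminescence after 72 h at 37 degrees C. Compounds were tested in quantitative HTS format across a concentration range, with curves fitted to normalized data.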
HT1080 IDH1KD tx – HT-1080 IDH1 knockdown cell toxicity (counter line); HT-1080 IDH1 knockdown viability, ATP luminescence, 48 h; Potency, µM (highest dose often 46.1 µM), for inactives: at the highest dose activity, negative = toxicity, most hits filed as cytotoxic; 2% of 360,000 active; AID 686971;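 note: potency is the fitted concentration of half-maximal effect; 0% = DMSO wells and -100% = cell-free medium wells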
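Luminescent ATP read-out (CellTiter-Glo, 10 min at room temperature) after 48 h compound exposure at 37 °C gave viability of IDH1-knockdown HT-1080 cells. Activity was normalised to DMSO and cell-free wells, then fitted as concentration-response curves.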
IL-1B inflam inh – inflammasome signaling inhibition, IL-1 beta readout | activity change, % at 57.5 µM | 4.7% of 360,000 active | THP-1 LPS/ATP IL-1B secretion, AlphaLISA, 16 h; stronger effect = lower value; in the data active = activity change below about -50%; inconclusive = mostly about -30% to -49%; note: % is set by controls: 0 for no effect and ±100 for the full control effect
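Secreted IL-1B measured by AlphaLISA bead assay after 16 h compound exposure of THP-1 cells; compounds (final up to 57.5 uM) added 1 h before LPS (250 ng/mL) and ATP (1.25 mM) stimulation; lower signal means less secretion.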
GLP1R cytotox – cytotoxicity counter-screen for GLP-1 receptor inverse agonists; HEK293 cAMP-luciferase reporter cells, luminescence, 24 h; Potency, µM (highest dose often 38.3 µM), for inactives: at the highest dose activity change, negative = inhibition, actives largely listed as inhibitors; 0.13% of 410,000 active; AID 624418;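 note: loss of luciferase light is scored as toxicity; potency is the fitted concentration of half-maximal effect; % is set by controls: 0 for no effect and ±100 for the full control effect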
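MLSMR compounds, 24 hr on cells at 37 deg C/5% CO2; luminescence after luciferase reagent (12 min RT). Inhibition counted as the undesired cytotoxic outcome.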
KB-3-1 tox – kills parental KB-3-1 adenocarcinoma cells; Potency, µM (highest dose often 46.1 µM), for the others: top-dose activity change, negative = cytotoxic, actives largely listed as cytotoxic; KB-3-1 viability, CellTiter-Glo ATP luminescence, 72 h; 1.4% of 400,000 active; AID 1347075; note: potency is the fitted concentration of half-maximal effect; % is set by controls: 0 for no effect and ±100 for the full control effect; nearly all actives have a fitted effect of over 60% in size
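Multi-concentration cytotoxicity screen in KB-3-1 cells grown in DMEM lacking phenol red with 10% FBS. After 72 h at 37 °C with compound, ATP-dependent luminescence was recorded.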
An asterisk follows results filed as active; [ ] = another dose, or the depositor's remark. Unless noted, calls come from the whole dose curve; as a rule, active = well fitted curve in the direction sought with a large enough effect; inconclusive = small, poorly fitted or top-dose-only effect, or another doubt; inactive = no such curve, though single readings can be large; an effect the other way counts as inactive or inconclusive.

How did NC(=O)C1CCN(C2CC(=O)NC2=O)CC1 (stereo not drawn) do in these assays?
MCF10A rereplic: -1%; HT1080-NT tox: 6%; D3 ag: 4; SW480 rereplic: 1%; KB-V1 MDR tox: 6%; HT1080 IDH1KD tx: 17%; IL-1B inflam inh: 23; GLP1R cytotox: -3%; KB-3-1 tox: 0%

Results for CCOC(=O)c1csc(NC(=O)c2cccs2)n1 ?
MCF10A rereplic: 10%; HT1080-NT tox: -4%; D3 ag: 2; SW480 rereplic: -54%[inhibitor]; KB-V1 MDR tox: 5%; HT1080 IDH1KD tx: 4%; IL-1B inflam inh: -19; GLP1R cytotox: -29%; KB-3-1 tox: 1%

Results for Cc1c(C(=O)N2CCCCC2)c(S(=O)(=O)NCc2ccc(Cl)cc2)c(C)n1C ?
MCF10A rereplic: -4%; HT1080-NT tox: 8%; D3 ag: 2; SW480 rereplic: 5%; KB-V1 MDR tox: 0%; HT1080 IDH1KD tx: 14%; IL-1B inflam inh: -19; GLP1R cytotox: -8%; KB-3-1 tox: -11%

What do the screens show for `O=C(COC(=O)/C=C/c1ccc(Br)o1)NCCCN1CCCC1=O`?
MCF10A rereplic: -1%; HT1080-NT tox: 6%; D3 ag: 19; SW480 rereplic: -9%; KB-V1 MDR tox: 17%; HT1080 IDH1KD tx: 7%; IL-1B inflam inh: 8; GLP1R cytotox: -3%; KB-3-1 tox: 8%

What do the screens show for `O=[N+]([O-])c1ccc(N2CCN(c3ccccc3)CC2)cc1`?
MCF10A rereplic: -3%; HT1080-NT tox: -1%; D3 ag: -12; SW480 rereplic: inconclusive; KB-V1 MDR tox: 4%; HT1080 IDH1KD tx: 8%; IL-1B inflam inh: inconclusive; GLP1R cytotox: -3%; KB-3-1 tox: -5%

Results for COc1ccc(CCNC(=O)CCN2C(=O)COc3ccccc32)cc1OC ?
MCF10A rereplic: -2%; HT1080-NT tox: 14%; D3 ag: 0; SW480 rereplic: -3%; KB-V1 MDR tox: -26%; HT1080 IDH1KD tx: 2%; IL-1B inflam inh: -9; GLP1R cytotox: -7%; KB-3-1 tox: 6%

What do the screens show for `CCCCc1nnc(SCC(=O)NC2CCCCC2)n1C`?
MCF10A rereplic: -1%; HT1080-NT tox: -1%; D3 ag: -23; SW480 rereplic: 3%; KB-V1 MDR tox: 2%; HT1080 IDH1KD tx: 6%; IL-1B inflam inh: -15; GLP1R cytotox: -1%; KB-3-1 tox: -7%

What do the screens show for `Cc1cc(NC(=O)CN2CCN(c3cccc(Cl)c3)CC2)no1`?
MCF10A rereplic: 2%; HT1080-NT tox: 7%; D3 ag: -15; SW480 rereplic: 0%; KB-V1 MDR tox: inconclusive; HT1080 IDH1KD tx: 11%; IL-1B inflam inh: 38; GLP1R cytotox: -8%; KB-3-1 tox: 4%

Results for O=C(c1ccc(N2CCOCC2)c([N+](=O)[O-])c1)N1CCCC(C(F)(F)F)C1 (stereo not drawn) ?
MCF10A rereplic: 1%; HT1080-NT tox: 1%; D3 ag: 1; SW480 rereplic: -4%; KB-V1 MDR tox: -23%; HT1080 IDH1KD tx: 14%; IL-1B inflam inh: -6; GLP1R cytotox: 9%; KB-3-1 tox: -11%

Results for CC(=O)Nc1sc2c(c1C(c1ccccc1)N1CCOCC1)CCCC2 (stereo not drawn) ?
MCF10A rereplic: 1%; HT1080-NT tox: 5%; D3 ag: 4; SW480 rereplic: -2%; KB-V1 MDR tox: 7%; HT1080 IDH1KD tx: 0%; IL-1B inflam inh: -14; GLP1R cytotox: -2%; KB-3-1 tox: 22%

Results for COC(=O)CNC(=O)c1ccc(C)s1 ?
MCF10A rereplic: -2%; HT1080-NT tox: 7%; D3 ag: 1; SW480 rereplic: 0%; KB-V1 MDR tox: 12%; HT1080 IDH1KD tx: 0%; IL-1B inflam inh: 25; GLP1R cytotox: -1%; KB-3-1 tox: 1%

How did CC(=O)c1c(C)[nH]c(C(=O)OCC(=O)N2CC(C)OC(C)C2)c1C (stereo not drawn) do in these assays?
MCF10A rereplic: -3%; HT1080-NT tox: -8%; D3 ag: -5; SW480 rereplic: -4%; KB-V1 MDR tox: -24%; HT1080 IDH1KD tx: -2%; IL-1B inflam inh: 25; GLP1R cytotox: -1%; KB-3-1 tox: -10%

Results for CN(CC(=O)Nc1ccccc1C(F)(F)F)C(=O)c1cc(Cl)nc2ccccc12 ?
MCF10A rereplic: inconclusive; HT1080-NT tox: 4%; D3 ag: 4; SW480 rereplic: -3%; KB-V1 MDR tox: 2%; HT1080 IDH1KD tx: 6%; IL-1B inflam inh: 7; GLP1R cytotox: 4%; KB-3-1 tox: 8%

How did Cc1nnc(N2CCCC(C(=O)Nc3ccccc3C(F)(F)F)C2)c2nn(-c3ccccc3)c(C)c12 (stereo not drawn) do in these assays?
D3 ag: 9; KB-V1 MDR tox: 1%; GLP1R cytotox: -6%; KB-3-1 tox: -2%

Results for O=C(c1ccc(N2CCCC2=O)cc1)N1CCN(c2ccccc2Cl)CC1 ?
MCF10A rereplic: -2%; HT1080-NT tox: 0%; D3 ag: 0; SW480 rereplic: -6%; KB-V1 MDR tox: inconclusive; HT1080 IDH1KD tx: 6%; IL-1B inflam inh: -6; GLP1R cytotox: -7%; KB-3-1 tox: -28%

Results for O=C(c1cccc(N2CCCC2=O)c1)N1CCOCC1 ?
MCF10A rereplic: 1%; HT1080-NT tox: 6%; D3 ag: -1; SW480 rereplic: -7%; KB-V1 MDR tox: 16%; HT1080 IDH1KD tx: 5%; IL-1B inflam inh: 0; GLP1R cytotox: 6%; KB-3-1 tox: 1%

How did CN(C)c1cc(-c2ccc([N+](=O)[O-])cc2)oc(=O)c1Cl do in these assays?
MCF10A rereplic: 4%; HT1080-NT tox: 20%; D3 ag: 1; SW480 rereplic: -12%; KB-V1 MDR tox: 1%; HT1080 IDH1KD tx: 11%; IL-1B inflam inh: -6; GLP1R cytotox: 0%; KB-3-1 tox: 22%

Results for CCO[C@@H]1OC(C(=O)O)=C[C@H](c2coc3ccccc3c2=O)[C@H]1CCCO ?
MCF10A rereplic: -4%; HT1080-NT tox: 4%; D3 ag: -11; SW480 rereplic: -8%; KB-V1 MDR tox: inconclusive; HT1080 IDH1KD tx: 3%; IL-1B inflam inh: -2; GLP1R cytotox: -9%; KB-3-1 tox: -1%

How did CCOC(CNC(=O)c1ccc2c(c1)ncn2-c1ccccc1OC)OCC do in these assays?
MCF10A rereplic: -4%; HT1080-NT tox: 0%; D3 ag: -6; SW480 rereplic: -1%; KB-V1 MDR tox: -26%; HT1080 IDH1KD tx: 11%; IL-1B inflam inh: -9; GLP1R cytotox: 0%; KB-3-1 tox: -4%

How did COc1ccc(C(=O)OCc2cc(=O)n3ccsc3n2)cc1F do in these assays?
MCF10A rereplic: 1%; HT1080-NT tox: 12%; D3 ag: 1; SW480 rereplic: -5%; KB-V1 MDR tox: -1%; HT1080 IDH1KD tx: 18%; IL-1B inflam inh: 17; GLP1R cytotox: -5%; KB-3-1 tox: 0%

What do the screens show for `Cc1c(C(=O)OC(C)C)nnn1-c1nonc1N`?
MCF10A rereplic: inconclusive; HT1080-NT tox: 14%; D3 ag: 0; SW480 rereplic: -15%; KB-V1 MDR tox: 14%; HT1080 IDH1KD tx: 14%; IL-1B inflam inh: -18; GLP1R cytotox: 0%; KB-3-1 tox: 16%

Results for COc1ccc2[nH]c3nc(SCC(=O)NC4CC4)nnc3c2c1 ?
MCF10A rereplic: 2%; HT1080-NT tox: -6%; D3 ag: -3; SW480 rereplic: -7%; KB-V1 MDR tox: -15%; HT1080 IDH1KD tx: -10%; IL-1B inflam inh: 38; GLP1R cytotox: 8%; KB-3-1 tox: -8%

Results for O=C(NCc1ccccc1)c1ccc(Br)cc1Br ?
MCF10A rereplic: -3%; HT1080-NT tox: 5%; D3 ag: 6; SW480 rereplic: -3%; KB-V1 MDR tox: -20%; HT1080 IDH1KD tx: 0%; IL-1B inflam inh: -4; GLP1R cytotox: -5%[1.53 µM]; KB-3-1 tox: -13%

Results for Cc1cccc(C)c1NC(=O)C(Cl)=C(Cl)Cl ?
MCF10A rereplic: 24%; HT1080-NT tox: inconclusive; D3 ag: 0; SW480 rereplic: inconclusive; KB-V1 MDR tox: inconclusive; HT1080 IDH1KD tx: inconclusive; IL-1B inflam inh: -59*; GLP1R cytotox: -6%; KB-3-1 tox: 18µM*

What do the screens show for `CSc1ccc(S(=O)(=O)NCC(=O)OCC(=O)N2CC(C)CC(C)C2)cc1[N+](=O)[O-]` (stereo not drawn)?
MCF10A rereplic: 21%; HT1080-NT tox: 0%; D3 ag: -22; SW480 rereplic: 0%; KB-V1 MDR tox: 0%; HT1080 IDH1KD tx: 0%; IL-1B inflam inh: -1; GLP1R cytotox: 4%; KB-3-1 tox: -14%

Results for NC(=O)CN1C(=O)C2C3c4ccccc4C(c4ccccc43)C2C1=O (stereo not drawn) ?
MCF10A rereplic: 0%; HT1080-NT tox: -3%; D3 ag: -3; SW480 rereplic: -8%; KB-V1 MDR tox: 3%; HT1080 IDH1KD tx: -5%; IL-1B inflam inh: 21; GLP1R cytotox: -6%; KB-3-1 tox: 5%

How did COc1cc(OC)cc(C(=O)Nc2ccc(NC(=O)c3ccco3)c(C)c2)c1 do in these assays?
MCF10A rereplic: 7%; HT1080-NT tox: inconclusive; D3 ag: 22; SW480 rereplic: 6%; KB-V1 MDR tox: inconclusive; HT1080 IDH1KD tx: 23µM*; IL-1B inflam inh: -21; GLP1R cytotox: -1%; KB-3-1 tox: -26%
